Tb PYK inh: blocks Trypanosoma brucei pyruvate kinase; Q57TT1; TbPYK enzyme, Kinase-Glo Plus ATP luminescence, 45 min; Potency, µM (highest dose often 76.8 µM), without a hit: at the top dose activity, negative = inhibition, actives largely listed as inhibitors; hit rate 0.12% among 410,000; AID 624173; also: potency is read from the fitted curve at half-maximal effect; nearly all actives have a fitted effect of over 50% in size
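ADP (130 uM final) triggers the TbPYK reaction after compound addition; incubation is 45 min at room temperature. Kinase-Glo Plus is then added and luminescence imaged. Normalized data are fitted to concentration-effect curves.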
LmPK inhibitor: blocks Leishmania mexicana pyruvate kinase activity; Q27686; purified LmPK, Kinase-Glo ATP luminescence, 1 h; Potency, µM (series often up to 57.5 µM), inactives show at the highest dose activity change, negative = inhibition, usual class: inhibitors; hit rate 0.37% among 290,000; AID 1721; also: potency is read from the fitted curve at half-maximal effect
Target sequence (Q27686 whole entry, looked up): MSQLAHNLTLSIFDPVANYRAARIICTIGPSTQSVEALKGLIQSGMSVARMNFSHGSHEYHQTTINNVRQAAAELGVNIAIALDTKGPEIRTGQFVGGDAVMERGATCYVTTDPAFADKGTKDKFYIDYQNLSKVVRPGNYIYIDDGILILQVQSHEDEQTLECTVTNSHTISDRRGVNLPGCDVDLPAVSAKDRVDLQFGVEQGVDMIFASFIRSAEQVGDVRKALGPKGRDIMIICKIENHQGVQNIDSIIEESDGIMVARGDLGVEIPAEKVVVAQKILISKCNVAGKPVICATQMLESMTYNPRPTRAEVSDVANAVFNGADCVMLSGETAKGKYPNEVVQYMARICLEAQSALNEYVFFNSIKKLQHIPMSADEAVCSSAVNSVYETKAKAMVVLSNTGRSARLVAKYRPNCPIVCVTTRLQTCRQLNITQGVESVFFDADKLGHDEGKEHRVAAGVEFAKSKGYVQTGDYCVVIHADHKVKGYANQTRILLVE
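Purified LmPK (0.1 nM) converted ADP (0.1 mM) to ATP with PEP (0.5 mM) in imidazole buffer pH 7.2 with KCl and MgCl2, 1 h at room temperature. ATP was read by Kinase-Glo luminescence; data normalized to uninhibited and no-enzyme controls.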
HCMV inh: inhibitors of human cytomegalovirus | HFF cells, HCMV-luciferase reporter, 72 h; hits give low values | hit rate 4.5% among 410,000 | activity change, negative = inhibition, % at 57.5 µM | AID 1259415; in the data active = activity change below about -60%; inconclusive = no clear call, values can overlap the other calls; inactive = above about -39%
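Cell-based, HFFs, 1000 cells/well, 16 h 37C; cpds in DMSO + HCMV-luc, MOI 1 PFU/cell; 72 h 37C; OneGlo luminescence after 5 min RT; norm. to buffer vs Salinomycin 10uM.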
AmpC inh detg: AmpC beta-lactamase inhibition with detergent present; P00811; AmpC hydrolysis of nitrocefin, absorbance 480 nm, 0.01% Triton; Potency, µM (series often up to 114 µM), for inactives: top-dose activity change, negative = inhibition, actives largely listed as inhibitors; hit rate 0.041% among 370,000; AID 485294;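 also: potency is read from the fitted curve at half-maximal effect; 0% = no-compound wells and -100% = no-enzyme wells; nearly all actives have a fitted effect of over 25% in size; some results filed as inactive show a strong effect at the top dose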
Target sequence (P00811 whole entry, looked up): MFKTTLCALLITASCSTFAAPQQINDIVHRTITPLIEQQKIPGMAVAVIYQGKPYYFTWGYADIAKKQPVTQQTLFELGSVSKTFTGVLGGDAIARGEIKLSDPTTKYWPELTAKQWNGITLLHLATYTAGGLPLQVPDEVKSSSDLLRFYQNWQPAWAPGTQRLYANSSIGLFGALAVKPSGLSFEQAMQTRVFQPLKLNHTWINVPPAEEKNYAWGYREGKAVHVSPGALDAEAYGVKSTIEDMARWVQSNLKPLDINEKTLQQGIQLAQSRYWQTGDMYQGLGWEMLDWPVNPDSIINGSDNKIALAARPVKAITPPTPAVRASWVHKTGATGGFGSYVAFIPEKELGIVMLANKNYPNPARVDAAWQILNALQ
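20 mM phosphate pH 7.0 + 0.01% (detergent screen) or 0.0001% Triton X-100; 5.3 nM AmpC reagent; cpd preinc 15 min RT; nitrocefin (800 uM stock) to start; A480 q20 s × 4 min; Activity was normalised to no-enzyme and no-compound control wells.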
AMA1-RON2 inh: inhibitors of Plasmodium falciparum AMA1-RON2 interaction | hit rate 0.2% among 360,000 | AlphaScreen AMA1-biotinylated RON2 peptide binding | AID 720542 | Potency, µM (highest dose often 58.2 µM), without a hit: at the top dose activity change, negative = inhibition, usual class: inhibitors;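 also: potency is read from the fitted curve at half-maximal effect; 0% = vehicle wells and -100% = peptide control; nearly all actives have a fitted effect of over 45% in size; some results filed as inactive show a strong effect at the top dose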
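AMA1 (3D7) with his tag at 25 nM final met compounds first, then biotinylated RON2 peptide at 25 nM; detection used donor plus acceptor beads, 10 µg/mL apiece, read by AlphaScreen after 30 min at room temperature.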
Sm TGR inh: S. mansoni TGR enzyme inhibition; purified TGR, DTNB reduction, TNB absorbance 405 nm; hit rate 3% among 360,000; Potency, µM (highest dose often 114 µM), for the others: at the top dose activity change, negative = inhibition, hits mostly inhibitors; Q962Y6; also: potency is read from the fitted curve at half-maximal effect; nearly all actives have a fitted effect of over 60% in size
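TGR 20 nM + NADPH 100 uM (dispensed conc.), cpd preinc 15 min RT; start with NADPH (500 uM addition) then DTNB (15 mM addition). Kinetic TNB absorbance, 405 nm filter. Four-parameter Hill fit across titration.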
AmpC inh no detg: blocks E. coli AmpC beta-lactamase in detergent-free assay; P00811; AmpC nitrocefin hydrolysis, absorbance 480 nm, 0.0001% Triton; Potency, µM (top dose mostly 57.1 µM), for inactives: top-dose activity change, negative = inhibition, hits mostly inhibitors; hit rate 0.52% among 330,000; AID 485341;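 also: potency is read from the fitted curve at half-maximal effect; plate controls were no compound for no effect and no enzyme for full effect; nearly all actives have a fitted effect of over 20% in size; some results filed as inactive show a strong effect at the top dose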
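20 mM phosphate pH 7.0 + 0.01% (detergent screen) or 0.0001% Triton X-100; 5.3 nM AmpC reagent; cpd preinc 15 min RT; nitrocefin (800 uM stock) to start; A480 q20 s × 4 min; Activity was normalised to no-enzyme and no-compound control wells.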
Numbers without * were called inactive; ? = inconclusive; . = no result given; [ ] = remark or other dose. Unless noted, calls follow the shape of the dose curve; as a rule, active = well fitted curve in the direction sought with a large enough effect; inconclusive = small, poorly fitted or top-dose-only effect, or another doubt; inactive = no such curve, though single readings can be large; an effect the other way counts as inactive or inconclusive. Unless noted, % is scaled to controls: 0 for no effect and ±100 for the full control effect.

molecule	AmpC inh no detg	Sm TGR inh	LmPK inhibitor	AMA1-RON2 inh	Tb PYK inh	HCMV inh	AmpC inh detg
CCOc1cc(CNCCO)cc(Br)c1OCc1ccc(Cl)cc1Cl	83%[activator]	39%[activator]	1%	-10%	7%	2	8%
CCOC(=O)c1cc(-c2ccccc2)n(CCC(=O)NCCc2ccccc2)c1C	.	11%	.	.	1%	-35	7%
CC(C)NC(=O)c1onc(CSc2ccccc2F)c1C(=O)O	-13%	-12%	0%	2%	-4%	6	0%
O=C1OC(/C(=C\Nc2ccccc2)[N+](=O)[O-])c2ccccc21 (stereo not drawn)	-6%	?	3%	-2%	3%	-28	2%
Cc1ccc(S(=O)(=O)N(C)c2ccc(C(=O)NCC(c3ccco3)N(C)C)cc2)cc1 (stereo not drawn)	58%	-2%	.	-3%	-6%	-11	-2%
COc1ccc(/C=C/C(=O)Nc2cc(C(F)(F)F)ccc2Cl)cc1	-21%	18%	-2%	6%	1%	4	-16%
Cc1cc(NC(=O)CSc2nc(CC(C)(C)C)nc3c2c(=O)n(C)c(=O)n3C)no1	40µM*	12%	0%	3%	-4%	-12	-13%
CCOC(CCn1c(SCc2cccc([N+](=O)[O-])c2)nc2ccccc2c1=O)OCC	29%	-18%	3%	-13%	6%	16	?
CCNC(=O)NC(=O)COC(=O)CCCSc1nc2ccccc2[nH]1	1%	-8%	2%	-2%	4%	-14	-15%
CCC(NC(=S)NC1CCCCC1)c1ccccc1 (stereo not drawn)	-31%	7%	-1%	.	.	-89*	4%
NC(=O)C1CCN(C(=S)c2ccc(-c3ccc(Br)cc3)o2)CC1	-45%	-29%	-4%	-8%	?	61	-4%
Cc1ccc(NC(=O)c2cc(S(=O)(=O)NCCC3=CCCCC3)ccc2F)cc1C	.	0%	.	.	2%	?	-3%
CCCSc1nc2sc3c(c2c(=O)[nH]1)CC(C)(CC)OC3 (stereo not drawn)	-29%	-3%	8%	-4%	-7%	-21	3%
O=C(C[n+]1ccccc1)Nc1ccccc1	.	.	.	-8%	-1%	50	.
CCN(CC)CCNC(=O)CS(=O)Cc1nc(-c2ccc(Cl)cc2)oc1C (stereo not drawn)	-1%	-1%	-3%	9%	0%	1	-1%
CC1CCN(c2ccc3c(c2)S(=O)(=O)c2cc(C(=O)O)ccc2C3=O)CC1	.	.	.	7%	-5%	23	.
CC(C)(O)C#Cc1ccc(N2C(c3ccsc3)=Cc3ccc(F)cc3C2c2c[nH]c3ccccc23)cc1 (stereo not drawn)	.	.	.	2%	2%	-63*	.
Cc1ccc(S(=O)(=O)NC(=O)c2ccc(-c3ccc(C)c4ccccc34)o2)cc1	-14%	?	-1%	-13%	1%	-8	?
CC1CCCCN1CC(O)COCc1ccc(Cl)cc1 (stereo not drawn)	18%	-1%	9%	5%	4%	0	-11%
Cc1cccnc1CCNC(=O)C1CCC(=O)N(Cc2cccc(F)c2)C1 (stereo not drawn)	1%	-5%	-2%	11%	-8%	18	-12%
CC(C)(C)C(=O)c1cnc(Nc2ccccc2Cl)s1	.	-1%	?	-7%	-12%	66	-7%
COCCn1ccc2c(OCC(=O)NCc3ccc(C)cc3)cccc2c1=O	-12%	1%	.	6%	0%	-1	-9%
COc1ccc2ccc3c(c2c1)N=C[C@]1(O3)N(C)c2ccccc2C1(C)C	-45%	28µM*	0%	?	-6%	?	?
CCN(CC)S(=O)(=O)c1cc(-c2onc(C)c2C)ccc1OC	.	3%	.	.	2%	-6	1%
Cc1cc(C)c(NC(=O)CSc2nccn2-c2cccc(Cl)c2)c(C)c1	.	-3%	.	.	2%	1	6%
COc1ccc(-c2nc3ccccc3c(=O)n2CCOc2ccccc2C)cc1	-11%	-14%	0%	1%	0%	30	-13%
CCOC(=O)[C@H]1[C@H]2COc3cc(OC)ccc3[C@@H]2N2C(=O)c3ccc(C)cc3NC(=O)[C@@]12C	-20%	4%	.	-14%	-3%	-26	1%
Cc1oc2ncnc(N3CCOCC3)c2c1C(=O)NCCc1ccccc1	.	0%	.	.	5%	-28	19%
O=C(CCCNC(=O)c1ccc(Cl)cc1)Nc1ccccc1C(F)(F)F	17%	-8%	3%	9%	-6%	44	-8%
COC(=O)C1=C(O)/C(=C\c2ccc(CNC(=O)C(=O)Nc3ccc(C)cc3)o2)N=C1C	-17%	18µM*	3%	-9%	-1%	18	4%

Some of the entries so far, with values under each structure.
Values in the order: AmpC inh no detg	Sm TGR inh	LmPK inhibitor	AMA1-RON2 inh	Tb PYK inh	HCMV inh	AmpC inh detg
- CCC(NC(=S)NC1CCCCC1)c1ccccc1 (stereo not drawn)
  -31%	7%	-1%	.	.	-89*	4%
- NC(=O)C1CCN(C(=S)c2ccc(-c3ccc(Br)cc3)o2)CC1
  -45%	-29%	-4%	-8%	?	61	-4%
- Cc1ccc(NC(=O)c2cc(S(=O)(=O)NCCC3=CCCCC3)ccc2F)cc1C
  .	0%	.	.	2%	?	-3%

Taken from above:
Tb PYK inh result of CC(C)(C)C(=O)c1cnc(Nc2ccccc2Cl)s1 reads -12%
AmpC inh detg result of CCOc1cc(CNCCO)cc(Br)c1OCc1ccc(Cl)cc1Cl reads 8%
AmpC inh no detg result of CCOC(CCn1c(SCc2cccc([N+](=O)[O-])c2)nc2ccccc2c1=O)OCC reads 29%
AmpC inh no detg result of NC(=O)C1CCN(C(=S)c2ccc(-c3ccc(Br)cc3)o2)CC1 reads -45%
AmpC inh no detg result of Cc1cc(NC(=O)CSc2nc(CC(C)(C)C)nc3c2c(=O)n(C)c(=O)n3C)no1 reads 40µM*
LmPK inhibitor result of COc1ccc2ccc3c(c2c1)N=C[C@]1(O3)N(C)c2ccccc2C1(C)C reads 0%
Tb PYK inh result of CCN(CC)S(=O)(=O)c1cc(-c2onc(C)c2C)ccc1OC reads 2%

Continuation:
molecule	AmpC inh no detg	Sm TGR inh	LmPK inhibitor	AMA1-RON2 inh	Tb PYK inh	HCMV inh	AmpC inh detg
O=C(NCc1nnc(SCC(=O)N2CCCCCC2)o1)c1ccc(F)cc1	2%	6%	3%	-11%	-1%	-6	-2%
CNC(=O)C1(C)Cc2c(-c3ccc4c(c3)OCO4)ccnc2O1 (stereo not drawn)	.	.	.	-3%	0%	2	.
CCc1nnc(NC(=O)CSc2nc(-c3ccccc3)cc(-c3ccc(F)cc3)c2C#N)s1	-30%	5%	-5%	70%[activator]	?	7	5%
O=C(Nc1cccc([N+](=O)[O-])c1)c1ccc2c(c1)C(=O)N(c1ccccn1)C2=O	-34%	-18%	-4%	3%	2%	-13	-12%
CCCCC1=CC2=CC(=O)C(C)(OC(=O)CC)C(=O)C2=CN1c1ccc(OC)cc1 (stereo not drawn)	93%[activator]	-1%	-4%[11.5 µM]	-4%	-1%	18	0%
COC1OC(CO)C(O)C(O)C1O (stereo not drawn)	-14%	7%	6%	4%	-7%	-34	?
O=C(Oc1ccc(Cl)c2ccccc12)N1CCCCC1	-10%	-8%	-1%	21%	-6%	20	-1%
Cc1ccc(S(=O)(=O)N2CC3CC(C2)c2cccc(=O)n2C3)cc1 (stereo not drawn)	-8%	3%	0%	-4%	-17%	-6	-2%
Cc1cc(=O)c(C(=O)O)cn1Nc1ccc(Cl)cc1	-9%	0%	-2%	2%	-4%	9	-7%
CCOc1ccc(N2CC(c3nc4ccccc4n3CCOc3ccc(OC)cc3)CC2=O)cc1 (stereo not drawn)	.	3%	.	.	-4%	23	8%
COc1cccc(-c2[nH]nc3c2C(c2ccsc2)C(C#N)=C(N)O3)c1 (stereo not drawn)	-31%	-35%	3%	34%[activator]	9%	29	-13%
Cc1[nH]c2ccccc2c1CCCNC1CCCCC1	-18%	5%	2%	-23%	2%	12	0%
C[C@H](CO)N1C[C@H](C)[C@@H](CN(C)C(=O)Nc2ccc(C(F)(F)F)cc2)Oc2c(NC(=O)c3ccncc3)cccc2C1=O	66%[activator]	.	.	13%	-19%	29	.
Cc1cccc(N2CCN(S(=O)(=O)c3c(C)noc3/C=C/N(C)C)CC2)c1C	-42%	-20%	-3%	-3%	-3%	?	-14%
COc1cc(CC(=O)Nc2ccc3nc(C)sc3c2)cc(OC)c1OC	-8%	-7%	0%	-6%	-5%	-16	-1%
COc1ccc2c(c1)c1ccccc1n2C	-1%	-3%	3%	53%[activator]	2%	-33	8%
CC1(C)CSC(=NCc2ccccc2)N1	-24%	-3%	1%	-4%	-3%	-25	-3%
Nc1nnc(SCc2cccnc2)s1	-8%	4%	0%	-3%	-2%	-7	8%
COc1ccc(C2=NN(Cc3c(F)cccc3Cl)C(=O)CC2)cc1	15%	0%	3%	13%	5%	0	-6%
CCOc1cc(/C=C(\C#N)C(=O)Nc2ccccc2C(=O)O)ccc1OC(=O)c1ccc(C)cc1	-10%	-30%	-11%	-10%	-3%	-1	-9%
O=[N+]([O-])c1cccc(/C=C/c2ccccn2)c1	1%	4%	-13%	10%	5%	49	-11%
CC1(C)CC2CC(C)(CN2S(=O)(=O)c2cccc(C(=O)O)c2)C1 (stereo not drawn)	-10%	0%	.	3%	-9%	-19	2%
